SW480 rereplic: DNA re-replication induction in SW480 cells. SW480 DNA re-replication, Hoechst DNA content imaging, 48 h. Potency, µM (doses to about 46.1 µM), without a hit: at the top dose re-replication activation, most hits filed as activators. 1.8% of 340,000 active; note: % of control where 0% means no effect; nearly all actives have a fitted effect of over 55% in size
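Image-based read-out: total Hoechst fluorescence of nuclei (405 nm excitation, 500-530 nm emission), with hits raising the fraction of high-intensity nuclei. SW480 colon cells incubated 48 hr with compounds at 37 C.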
HT1080 IDH1KD tx: HT-1080 IDH1 knockdown cell toxicity (counter line) | Potency, µM (highest dose often 46.1 µM), for the others: at the top dose activity, negative = toxicity, hits mostly cytotoxic | HT-1080 IDH1 knockdown viability, ATP luminescence, 48 h | 2% of 360,000 active;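 note: 0% = DMSO wells and -100% = cell-free medium wells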
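Cytotoxicity counter-line: IDH1KD HT-1080, 48 h, CellTiter-Glo. Curves classed by r2, magnitude and activity.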
GLP1R inv ag: inverse agonists of human GLP-1 receptor; P43220; Potency, µM (top dose mostly 38.3 µM), inactives show at the top dose activity change, negative = inhibition, hits mostly inhibitors; 1.6% of 410,000 active; HEK293 GLP-1R CRE-luciferase, luminescence, 24 h; GLP-1R form is constitutively active; note: % is set by controls: 0 for no effect and ±100 for the full control effect; nearly all actives have a fitted effect of over 55% in size
Target sequence (P43220 whole entry, looked up): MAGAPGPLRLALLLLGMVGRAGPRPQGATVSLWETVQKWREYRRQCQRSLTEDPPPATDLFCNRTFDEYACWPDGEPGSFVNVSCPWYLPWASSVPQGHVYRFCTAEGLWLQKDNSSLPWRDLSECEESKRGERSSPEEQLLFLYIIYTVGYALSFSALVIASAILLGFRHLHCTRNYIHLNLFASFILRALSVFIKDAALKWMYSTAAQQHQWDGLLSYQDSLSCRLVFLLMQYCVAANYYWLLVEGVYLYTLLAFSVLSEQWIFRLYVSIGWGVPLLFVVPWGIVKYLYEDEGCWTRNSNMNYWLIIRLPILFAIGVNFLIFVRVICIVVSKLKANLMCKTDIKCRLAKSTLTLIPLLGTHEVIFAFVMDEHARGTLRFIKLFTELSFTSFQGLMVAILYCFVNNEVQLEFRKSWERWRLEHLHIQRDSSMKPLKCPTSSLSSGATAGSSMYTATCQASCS
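Assay principle: reduced luminescence from a cAMP-responsive reporter in HEK293 cells co-expressing a constitutively active GLP-1R. Conditions: 24 hr compound incubation, 37 deg C, 5% CO2.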
TDP43 rescue: inhibitors of TDP-43 toxicity in yeast; 1.8% of 410,000 active; TDP-43 expressing yeast growth rescue, BacTiter-Glo, 24 h; AID 652104; Potency, µM (top dose mostly 46.1 µM), inactives show at the top dose growth rescue (activation), most hits filed as activators; note: % of control where 0% means no effect; nearly all actives have a fitted effect of over 50% in size
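Growth rescue of TDP-43-toxic yeast measured as ATP luminescence (BacTiter-Glo). Cells grown to mid-log in raffinose, induced in galactose at OD600=0.02, exposed to compound 24 hr at 30 deg C.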
GLP1R ag: agonists of human GLP-1 receptor; P43220; HEK293 GLP-1R CRE-luciferase, luminescence, 4-6 h; cells express a hypersensitive GLP-1R form; Potency, µM (highest dose often 45.6 µM), for inactives: at the highest dose activation, usual class: activators; 0.007% of 380,000 active; AID 624172; note: % of control where 0% means no effect
HT1080-NT tox: kills 2HG-producing HT-1080-NT fibrosarcoma cells. HT-1080-NT fibrosarcoma viability, CellTiter-Glo ATP luminescence, 48 h. Potency, µM (highest dose often 46.1 µM), inactives show at the top dose activity, negative = less viability, usual class: cytotoxic. 1.6% of 360,000 active;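 note: NT is the 2HG producing partner of a matched IDH1 knockdown line; 0% = DMSO-treated cells and -100% = media-only wells without cells; nearly all actives have a fitted effect of over 55% in size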
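Viability by CellTiter-Glo luminescence after 48 h compound exposure at 37C of HT-1080-NT cells (750/well, RPMI, 5% FBS). % activity scaled between DMSO wells and medium-only wells, then curve-fitted and categorized by curve class.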
KB-3-1 cytotox: kills parental KB-3-1 adenocarcinoma cells; KB-3-1 viability, CellTiter-Glo ATP luminescence, 72 h; AID 1347075; 1.4% of 400,000 active; Potency, µM (titrated, usually from 46.1 µM), for inactives: at the top dose activity change, negative = cytotoxic, actives largely listed as cytotoxic; note: % is set by controls: 0 for no effect and ±100 for the full control effect; nearly all actives have a fitted effect of over 60% in size
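Cells are dispensed, compounds pinned in, plates held at 37 °C for 72 h, then CellTiter-Glo is added and luminescence read after 10 minutes. Cell line: parental KB-3-1 in phenol-red-free DMEM, 10% FBS.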
KB-V1 MDR tox: KB-V1 MDR subline cytotoxicity. KB-V1 MDR cells viability, CellTiter-Glo, 72 h. 3.4% of 400,000 active. Potency, µM (top dose mostly 46.1 µM), inactives show at the top dose activity change, negative = cytotoxicity, usual class: cytotoxic. AID 1347076; note: % is set by controls: 0 for no effect and ±100 for the full control effect; nearly all actives have a fitted effect of over 60% in size
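Cytotoxicity via CellTiter-Glo luminescence after 72 h compound exposure at 37 degrees C. Cells: drug-selected KB-V1 line, DMEM phenol-red free plus 10% FBS. Compounds tested at multiple concentrations; normalized data fitted to concentration-effect curves.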
HEK293 tox: cytotoxic in the GLP-1 receptor inverse agonist counter-screen; HEK293 cAMP-luciferase reporter cells, luminescence, 24 h; Potency, µM (titrated, usually from 38.3 µM), inactives show at the top dose activity change, negative = inhibition, usual class: inhibitors; 0.13% of 410,000 active;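 note: loss of luciferase light is scored as toxicity; % is set by controls: 0 for no effect and ±100 for the full control effect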
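Luminescence readout: signal drop marks cytotoxicity. Plated cells grew 12 h at 37 °C, 5% CO2, received 23 nL compound for 24 h, then got luciferase reagent, read after 12 min at RT.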
Starred values were filed as active, the others as inactive; ? = inconclusive; . = no result given; [ ] = remark or other dose. Calls come from the whole dose curve; as a rule, active = well fitted curve in the direction sought with a large enough effect; inconclusive = small, poorly fitted or top-dose-only effect, or another doubt; inactive = no such curve, though single readings can be large; an effect the other way counts as inactive or inconclusive. Potency is the fitted concentration of half-maximal effect.

(1) O=C(C1CCC(=O)N1Cc1ccccc1Cl)N1CCN(c2ccc(F)cc2)CC1 (configuration not stated)
(2) Cc1ccc(C(=O)N2CCN(c3ccc4c(c3)C3CC4CCN3C(=O)OCc3ccccc3)CC2)cc1 (configuration not stated)
(3) O=c1oc2cc(OCCO)ccc2c2c1CCCC2
(4) O=C(Cn1cnc2ccccc2c1=O)Nc1cccc(-c2nnc3n2CCCCC3)c1
(5) Cc1c(CN(C)C(=O)c2sc3cc(Cl)ccc3c2Cl)cnn1C
(6) COc1ccc2c(c1)N(C[C@H](C)CN(C)C)c1ccccc1S2
(7) COC(=O)CN1C(=O)NC2(CCCc3ccccc32)C1=O (configuration not stated)
(8) CC(C)c1ccc(-c2cc(C(=O)N3N=C(C(F)F)CC3(O)C(F)F)c3ccccc3n2)cc1 (configuration not stated)
Screen / compound no. | 1 | 2 | 3 | 4 | 5 | 6 | 7 | 8
SW480 rereplic | -2% | . | 4% | -6% | -2%[9.22 µM] | ? | -18% | ?
HT1080 IDH1KD tx | 2% | ? | 15% | 1% | ? | 21µM* | 27% | ?
GLP1R inv ag | 8% | ? | 41%[activator] | -9% | 5% | ? | 1% | 0%
TDP43 rescue | 18% | 25% | ? | 3% | 12% | 30% | 1% | -85%[inhibitor]
GLP1R ag | -15% | 0% | 19% | 10% | 13% | 0% | 0% | -23%
HT1080-NT tox | -1% | ? | 9% | 2% | -11% | 23µM* | 24% | ?
KB-3-1 cytotox | 3% | ? | 11% | -3% | ? | -3% | 7% | ?
KB-V1 MDR tox | 1% | ? | -1% | -4% | -12% | ? | 27% | ?
HEK293 tox | -9% | -9% | 4% | 2% | -22% | ? | 2% | ?

(9) O=c1[nH]cnc(O)c1C(c1ccc(Br)cc1)c1c(O)nc[nH]c1=O
(10) Cc1cc(C)c2sc(NC(=O)C3CC3)nc2c1
(11) Cc1cccn2c(=O)c(C(=O)NCCc3ccccc3)c(O)nc12
(12) CC(=O)c1c(C)nc(-c2ccc(Cl)cc2)nc1NC(=O)C(C)C
(13) O=C(Nc1nnc2n1CCS2)c1cc(C(F)(F)F)cc(C(F)(F)F)c1
(14) CSC1=NC(C)(C)C=C(/C=C/c2c(Cl)cccc2Cl)N1
(15) O=C(NCCCNC(=O)c1ccco1)c1ccco1
(16) CN(C)S(=O)(=O)c1ccc(NS(=O)(=O)/C=C/c2ccccc2)cc1
Screen / compound no. | 9 | 10 | 11 | 12 | 13 | 14 | 15 | 16
SW480 rereplic | -7% | 2% | . | 1% | . | -2% | 1% | -4%
HT1080 IDH1KD tx | 15% | -12% | . | -25% | . | ? | 7% | -3%
GLP1R inv ag | 2% | -29% | ? | ? | 11% | -1%[7.66 µM] | 0% | 11%
TDP43 rescue | 15% | 0% | -26% | -1% | 24% | -8%[9.22 µM] | -8% | 14%
GLP1R ag | -1% | 11% | . | -3% | -4% | 5% | -11% | -4%
HT1080-NT tox | 0% | 1% | . | -20% | . | -19% | 0% | 4%
KB-3-1 cytotox | 0% | -12% | -25% | -9% | -7% | -1% | 1% | -3%
KB-V1 MDR tox | 2% | -1% | ? | 2% | ? | 0% | -2% | 12%
HEK293 tox | 3% | -11% | 1% | 4% | -3% | 17%[7.66 µM] | -4% | 4%

Overlap with the part before: two entries, followed by the next part.
(15) O=C(NCCCNC(=O)c1ccco1)c1ccco1
(16) CN(C)S(=O)(=O)c1ccc(NS(=O)(=O)/C=C/c2ccccc2)cc1
(17) CCOC(=O)C1=C(C)N=C2SCCC(=O)N2[C@@H]1c1cccs1
(18) CCCCOCCCNC(=O)C[C@@H]1C[C@@]2(C(=O)OCC)CCCC=C2N(Cc2ccco2)C1=O
(19) CCCS(=O)(=O)c1ncc(Cl)c(C(=O)Nc2ccc(S(=O)(=O)Nc3ncccn3)cc2)n1
(20) COc1cc(-c2nnc(COC(=O)C3c4ccccc4Oc4ccccc43)o2)cc(OC)c1OC
(21) Cc1cc(C(=O)COC(=O)Cc2n[nH]c(=O)c3ccccc23)c(C)n1-c1cccc(C(F)(F)F)c1
(22) CCOc1ccc2nc3sc(C(=O)N4CCN(C)CC4)c(N)c3cc2c1
(23) CC(=O)Nc1ccc(NC(=O)c2cc(S(=O)(=O)N3CCCCC3)ccc2N2CCOCC2)cc1
(24) CNc1ccc2ncc(-c3ccccc3NC(C)=O)n2n1
Screen / compound no. | 15 | 16 | 17 | 18 | 19 | 20 | 21 | 22 | 23 | 24
SW480 rereplic | 1% | -4% | -11% | . | ? | -5% | -2% | 0% | -4% | .
HT1080 IDH1KD tx | 7% | -3% | -9% | ? | 27% | 4% | -1% | -1% | -4% | 15%
GLP1R inv ag | 0% | 11% | -15% | 6% | 24% | 24% | 7.1µM* | 31%[activator] | 17% | 20%
TDP43 rescue | -8% | 14% | 17% | 2% | 14% | 0% | ? | -2% | -6% | 13%
GLP1R ag | -11% | -4% | 1% | 0% | -3% | 1% | -1% | 2% | 9% | 2%
HT1080-NT tox | 0% | 4% | 6% | 16% | 12% | 0% | 3% | -28% | 3% | 22%
KB-3-1 cytotox | 1% | -3% | -8% | 21% | 15% | -19% | ? | -1% | 8% | 0%
KB-V1 MDR tox | -2% | 12% | -4% | -14% | 0% | -16% | 21µM* | -26% | -16% | -5%
HEK293 tox | -4% | 4% | -2% | 0% | -1% | 0% | -20% | 5% | -25% | 2%

(25) COc1ccccc1C(=O)NCCC(=O)N1CCN(c2ccccc2O)CC1
(26) COc1ccc(S(=O)(=O)N2CCOCC2)cc1OC
(27) CC(=O)N1CCN(C(=O)c2cccc(S(=O)(=O)N3CCN(c4ccc(F)cc4)CC3)c2)CC1
(28) CC(C)CNC(=O)c1cc([N+](=O)[O-])ccc1N1CCOCC1
(29) COc1cc2c(-c3ccccc3C)nc3c(c(C)nn3-c3ccccc3)c2cc1OC
(30) O=c1cc(CO)oc2ccccc12
(31) O=C(CCS(=O)(=O)Cc1ccccc1)NCc1ccco1
(32) Cn1cnnc1SCc1ccccc1[N+](=O)[O-]
Screen / compound no. | 25 | 26 | 27 | 28 | 29 | 30 | 31 | 32
SW480 rereplic | -2% | -13% | 0% | 5% | . | -36%[inhibitor] | 0% | -15%
HT1080 IDH1KD tx | 9% | 8% | -4% | -10% | . | 0% | 9% | 3%
GLP1R inv ag | -11% | 3% | 10% | 4% | -5% | 5% | 1% | 7%
TDP43 rescue | 16% | 10% | 8% | 10% | 11% | -6% | -4% | 12%
GLP1R ag | -11% | -1% | -1% | 10% | . | 6% | -1% | 0%
HT1080-NT tox | 4% | 0% | 0% | 0% | . | -6% | 3% | 6%
KB-3-1 cytotox | ? | 16% | -6% | -3% | 9% | 0% | 19% | 0%
KB-V1 MDR tox | ? | -14% | 0% | -28% | 0% | 3% | 2% | -8%
HEK293 tox | 2% | -14% | 5% | -18% | -7% | 6% | 0% | -6%

(33) CN1CCN(C(=O)c2ccc(CS(=O)(=O)c3c(Cl)cccc3Cl)o2)CC1
(34) CCc1sc(-c2ccccc2)nc1C(=O)OC
(35) CC1=NN(C(=O)CSCc2ccccc2)C(O)(c2ccc(F)cc2)C1 (configuration not stated)
(36) CCC(OC(=O)c1nsc(Cl)c1Cl)C(=O)NCCOC (configuration not stated)
(37) Nc1nc2ccccc2n1/N=C/c1ccc2c(c1)OCO2
(38) C[C@H](CO)N1C[C@H](C)[C@@H](CN(C)Cc2ccc(Cl)c(Cl)c2)Oc2c(NC(=O)Cc3ccccc3)cccc2C1=O
(39) COc1ccc(-c2nc3ccc(C(=O)NCCCN4CCOCC4)cc3nc2-c2ccc(OC)cc2)cc1
(40) COc1cc(C=NNC(=O)c2ccccc2-n2cccc2)ccc1O
(41) Cc1cc(-c2ccccc2)c(C#N)c(SCC(N)=O)n1
(42) CCCNc1nc2ccccc2c(=O)[nH]1
(43) COc1ccc(CCNS(=O)(=O)c2ccc(C(=O)NCc3ccco3)cc2)cc1OC
Screen / compound no. | 33 | 34 | 35 | 36 | 37 | 38 | 39 | 40 | 41 | 42 | 43
SW480 rereplic | -3% | -26% | -7% | -2% | 21µM* | 9% | -4% | ? | -4% | -17% | 1%
HT1080 IDH1KD tx | -1% | 4% | 0% | 11% | -19% | ? | -10% | -30% | 0% | 1% | 1%[9.24 µM]
GLP1R inv ag | 33%[activator] | 9% | 7.9µM* | 19% | -2% | ? | ? | 8% | -16% | 0% | 2%
TDP43 rescue | -8% | -2% | -8% | 6% | 11% | 3% | 7% | 4% | -9% | -3% | -23%
GLP1R ag | -3% | -1% | 14% | -1% | 2% | 0% | 9% | 15% | 10% | 13% | 4%
HT1080-NT tox | -2% | -4% | ? | 11% | 2% | -28% | -16% | ? | -1% | -5% | -19%
KB-3-1 cytotox | -3% | -4% | 21% | -2% | 2% | ? | 1% | ? | -20% | -28% | 0%
KB-V1 MDR tox | -13% | 22% | 5% | -3% | ? | -29% | -13% | -26% | -4% | -28% | -3%
HEK293 tox | 6% | 10% | -4% | -2% | 0% | ? | 39%[activator] | -2% | -23% | -5% | 31%

Nothing new here: entries from further up.
(40) COc1cc(C=NNC(=O)c2ccccc2-n2cccc2)ccc1O
(41) Cc1cc(-c2ccccc2)c(C#N)c(SCC(N)=O)n1
(42) CCCNc1nc2ccccc2c(=O)[nH]1
(43) COc1ccc(CCNS(=O)(=O)c2ccc(C(=O)NCc3ccco3)cc2)cc1OC
Screen / compound no. | 40 | 41 | 42 | 43
SW480 rereplic | ? | -4% | -17% | 1%
HT1080 IDH1KD tx | -30% | 0% | 1% | 1%[9.24 µM]
GLP1R inv ag | 8% | -16% | 0% | 2%
TDP43 rescue | 4% | -9% | -3% | -23%
GLP1R ag | 15% | 10% | 13% | 4%
HT1080-NT tox | ? | -1% | -5% | -19%
KB-3-1 cytotox | ? | -20% | -28% | 0%
KB-V1 MDR tox | -26% | -4% | -28% | -3%
HEK293 tox | -2% | -23% | -5% | 31%

Bioassay records (PubChem BioAssay)
